High-throughput results as filed in PubChem BioAssay.
mcGAS MS inh – blocks mouse cGAS cGAMP production | Q8C6L5 | recombinant mouse cGAS, cGAMP by RapidFire MS | inhibition, % at 12.5 µM | hit rate 0.18% among 130,000 | AID 1259397;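 active = inhibition of cGAS enzyme activity at or above 60%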;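 also: enzyme stimulated by 45 bp dsDNA with ATP and GTP substrates; cGAMP share of summed cGAMP plus half ATP and half GTP signals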
Target sequence (Q8C6L5 whole entry, looked up): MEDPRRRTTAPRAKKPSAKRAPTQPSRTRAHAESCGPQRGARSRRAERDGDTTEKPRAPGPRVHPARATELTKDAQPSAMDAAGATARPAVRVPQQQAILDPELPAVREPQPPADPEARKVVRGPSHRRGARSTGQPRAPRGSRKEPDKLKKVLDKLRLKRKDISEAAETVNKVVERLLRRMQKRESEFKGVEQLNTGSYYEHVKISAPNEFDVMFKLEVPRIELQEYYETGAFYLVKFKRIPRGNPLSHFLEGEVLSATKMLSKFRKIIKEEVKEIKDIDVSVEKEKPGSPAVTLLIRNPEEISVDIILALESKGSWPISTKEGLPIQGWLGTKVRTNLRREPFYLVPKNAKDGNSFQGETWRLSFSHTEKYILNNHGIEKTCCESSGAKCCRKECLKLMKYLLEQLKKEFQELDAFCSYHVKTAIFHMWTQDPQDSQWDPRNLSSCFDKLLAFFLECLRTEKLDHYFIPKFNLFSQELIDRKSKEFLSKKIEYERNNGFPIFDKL
The depositor's hits bear a star; & = joins results of further samples. Only part of the results is shown. The share of hits here may be higher or lower than overall.

The opening 7 records, to show the layout:
SMILES	mcGAS MS inh
C=CCNS(=O)(=O)c1cccc(C(=O)N2CCCC(O)(C(F)(F)F)C2)c1 (stereo unspecified)	-4
CCN(C(=O)c1csc(-c2ccc(C)cc2)n1)c1ccccc1	1
CC(C)N1CCC(CNC(=O)Nc2ccc3c(c2)OC2(CCCC2)O3)C1 (stereo unspecified)	-13
COc1ccccc1-c1cc(C(=O)O)n2nc(-c3ccccc3)cc2n1	-3
Cn1cc(C2CN(c3ncccc3S(=O)(=O)N3CCCCC3)CCO2)cn1 (stereo unspecified)	-2
Cc1cc(N(C)C)ccc1NC(=O)c1occc1C	-5
COC(=O)CNS(=O)(=O)c1ccc(NS(=O)(=O)c2ccc(F)c(F)c2)cc1	-1

All compounds of this part, previewed entries included:
SMILES	mcGAS MS inh
C=CCNS(=O)(=O)c1cccc(C(=O)N2CCCC(O)(C(F)(F)F)C2)c1 (stereo unspecified)	-4
CCN(C(=O)c1csc(-c2ccc(C)cc2)n1)c1ccccc1	1
CC(C)N1CCC(CNC(=O)Nc2ccc3c(c2)OC2(CCCC2)O3)C1 (stereo unspecified)	-13
COc1ccccc1-c1cc(C(=O)O)n2nc(-c3ccccc3)cc2n1	-3
Cn1cc(C2CN(c3ncccc3S(=O)(=O)N3CCCCC3)CCO2)cn1 (stereo unspecified)	-2
Cc1cc(N(C)C)ccc1NC(=O)c1occc1C	-5
COC(=O)CNS(=O)(=O)c1ccc(NS(=O)(=O)c2ccc(F)c(F)c2)cc1	-1
CC1(C)CC(=O)C2CN(CCCN3CCOCC3)CN=C2C1 (stereo unspecified)	2
O=C(CN1CC=CCC1)NCCc1cccc(Cl)c1	-11
CC(O)(CC(=O)N1CCC2(CC1)OC(=O)c1ccccc12)C(F)(F)F (stereo unspecified)	-7
CCC(=O)N1CCN(C(=O)Nc2ccc(OC3CCCC3)cc2)CC1	-10
Cc1cc(NC(=O)CN(C)Cc2ccco2)no1	-10
O=C(CSc1nnc(Nc2ccccc2Cl)s1)N1CCCCC1	-4
Cc1ccccc1OCCSc1nc2ccccc2[nH]1	0
CN(C)c1ccc(N)cc1CN(Cc1ccco1)C(=O)c1cccc(F)c1	-5
CC(=O)c1ccc(NC(=O)CC(NCCC2=CCCCC2)C(=O)O)cc1 (stereo unspecified)	-2
COc1ccc(-c2c3c(=O)n(Cc4cccnc4)ccc3nc3ncnn23)cc1	-2
CCC(C)(C)C1CCc2sc3ncnc(NCCN4CCOCC4)c3c2C1 (stereo unspecified)	-2
CC(C)(C)NC(=O)N1CCn2cccc2C1c1ccccc1 (stereo unspecified)	-4
c1csc(-c2noc(CN3CCN(C4CCc5ccccc5C4)CC3)n2)c1 (stereo unspecified)	-1
Nc1c(S(=O)(=O)O)cc(Nc2cccc3ccccc23)c2c1C(=O)c1ccccc1C2=O	25
O=C(NCc1ccccc1)N1CCN(Cc2cccs2)CC1	-11
Cc1cc(C(=O)Nc2sccc2S(C)(=O)=O)c(C)s1	-5
Cc1ncc(CN2CCN(Cc3ccccc3F)C(CCO)C2)s1 (stereo unspecified)	-4
Cc1ccccc1-n1c(SCC(=O)NC2CC2)nnc1N1CCOCC1	3
O=c1c2c3c(sc2ncn1Cc1cc(Cl)cc2c1OCOC2)CCC3	-7
COC(=O)c1cc(NC(=O)c2cccs2)cc(C(=O)OC)c1	0
Cc1cc(C)c(NC(=O)CSc2ccc(NC(=O)C(C)C)nn2)c(C)c1	8
Cc1ccc(-c2ccc(=O)n(CCCNC(=O)NCc3ccccc3)n2)cc1	6
COc1ncccc1CNS(=O)(=O)c1ccccc1F	-12

Laid out differently: entries from further up.
mcGAS MS inh,SMILES
8,Cc1cc(C)c(NC(=O)CSc2ccc(NC(=O)C(C)C)nn2)c(C)c1
6,Cc1ccc(-c2ccc(=O)n(CCCNC(=O)NCc3ccccc3)n2)cc1

Remaining list, next part
SMILES	mcGAS MS inh
COC(=O)c1cc(CN2CCN(Cc3cccc(F)c3)CC2)cs1	-10
Cc1cc(-c2cccc(F)c2)nnc1N(C)CCNS(C)(=O)=O	-5
COCCN1CCC(CN(C)c2nc3nonc3nc2NC2CCCC2)CC1	-15
N#CC(C=Nc1ccc(S(=O)(=O)NC(N)=O)cc1)c1nc(-c2ccc(Cl)cc2)cs1 (stereo unspecified)	-6
COc1ccc2nc(CN3CCN(CC(=O)N4CCCC4)CC3)[nH]c2c1	-3
O=c1[nH]ncc(NCCc2cccc(F)c2)c1Cl	2
COc1ccc(NC(=O)CNC(=O)CNCc2ccco2)cc1	-8
COc1cccc(CNc2nn[nH]n2)c1OCc1ccccc1Cl	-31
CCOC(=O)N1CCN(C(c2ccccc2Cl)c2c(O)cc(C)n(CCOC)c2=O)CC1 (stereo unspecified)	-6
Cc1ccc(S(=O)(=O)c2ccc(NNC(=O)C3CCCC3)cc2)cc1	-11
COc1ccc(-n2nnc3c(=O)n(CC(=O)N4CCOCC4)cnc32)cc1	5
O=C(CCn1[nH]c(=O)ccc1=O)Nc1nc(-c2ccc(Cl)s2)cs1	-10
CC(C(=O)NCc1cccs1)n1c(=O)c(C#N)c2n(c1=O)CCCCC2 (stereo unspecified)	-14
COc1ccc(CC(C)N(C)C(=O)C2CCCN(C(=O)C(C)(C)C)C2)cc1 (stereo unspecified)	-6
Oc1ccccc1C(Nc1ccccn1)c1ccc2cccnc2c1O (stereo unspecified)	1
OCC(O)Cn1cc(-c2ccc3c(c2)Cc2ccccc2-3)nn1 (stereo unspecified)	6
NC(CSc1ccncc1)C(=O)O (stereo unspecified)	-11
CC(C)N(C)S(=O)(=O)N1CSCC1C(=O)NCC1CC1 (stereo unspecified)	-11
O=C1CC2(CCN(C(=O)CC3(CC(=O)N4CCC5(CC4)CC(=O)c4cc(F)ccc4O5)CCCC3)CC2)Oc2ccc(F)cc21	-8
CCNc1nnc(SCC(O)c2ccc(F)cc2)s1 (stereo unspecified)	0
CCCc1[nH]ncc1C(=O)N1CCC2(CN(C)C(=O)O2)C1 (stereo unspecified)	0
CCOc1cc(C#N)cc(I)c1OC(C)C	4
CN(CCO)c1ncnc2cc(-c3ccc(Br)cc3)sc12	-8
O=C(NCc1ccccc1)c1cccc(OC2CCN(Cc3ccc(CO)o3)CC2)c1	0
NC(=O)c1csc(NC(=O)c2cc(F)c(Cl)nc2Cl)n1	-5
CC1CN(Cc2ccccc2)CC(C)C1N(C)C(=O)c1ccc(C(N)=O)cc1 (stereo unspecified)	-3
CN(C(=O)c1ccc(C(=O)c2ccccc2)cc1)C1CCS(=O)(=O)C1 (stereo unspecified)	2
CC1CCN(C(=O)c2ccc([N+](=O)[O-])cc2)CC1	-5
CN1CCN(c2ncc3c(=O)n(Cc4ccccn4)ccc3n2)CC1	-4
O=C(NCCN1C(=O)SC(=Cc2ccccc2)C1=O)c1ccncc1	-10

An excerpt from above in order of length of the SMILES, lowest first:
SMILES	mcGAS MS inh
CCNc1nnc(SCC(O)c2ccc(F)cc2)s1 (stereo unspecified)	0
CC(C)N(C)S(=O)(=O)N1CSCC1C(=O)NCC1CC1 (stereo unspecified)	-11
CC1CN(Cc2ccccc2)CC(C)C1N(C)C(=O)c1ccc(C(N)=O)cc1 (stereo unspecified)	-3

Other structures
SMILES	mcGAS MS inh
CC(C)C(NC(=O)c1ccccc1F)C(=O)Nc1ccc(N2CCCC2=O)c(Cl)c1 (stereo unspecified)	7
Cc1ccc(C23CC4CC(CC(O)(C4)C2)C3)cc1NCN1C(=O)c2ccccc2C1=O	2
O=c1oc(-c2ccco2)nn1Cc1cc(Cl)c2c(c1)OCCCO2	-16
O=C(CN1CCC(O)CC1)NC(c1ccccc1)c1ccc2nc(C(F)(F)F)[nH]c2c1 (stereo unspecified)	0
CCNC(=O)C1(C)CCCCN1Cc1ccc(C(=O)OCC)cc1 (stereo unspecified)	-5
Cc1cc(C)n(CC(C)NCCn2nc(C)c(Cl)c2C)n1 (stereo unspecified)	-10
Cc1ccc(CN(C)C(C)C(=O)N2CCNC2=O)cc1 (stereo unspecified)	-13
COCCNC(=O)c1c(-c2ccccc2Cl)noc1C	-4
COc1ccc(S(=O)(=O)N2CCc3ccccc32)cc1	-7
Fc1cc(C2=NCCn3cccc32)ccc1Cl	0
Cc1cc(C)c(NC(=O)CSc2nc(=O)n3cc(Cl)ccc3n2)c(C)c1	-6
CC(C)Cc1cc(CNC(=O)C2CC(=O)N(C)c3ccccc32)on1 (stereo unspecified)	-35
Cc1nc(CNc2cccc(OC(F)F)c2C)cs1	-8
Cc1ccoc1C(=O)NCCC(=O)Nc1cccc2ccccc12	-32
CC(C)NS(=O)(=O)c1ccc(C(=O)Nc2nc3ccc(F)cn3n2)cc1	-2
CCOC(=O)c1cc(C#N)c(SC(C)C(=O)N2CCCCCC2)nc1C (stereo unspecified)	-1
Cc1nc(Cl)cc(NC2CCN(C(=O)OC(C)C)CC2)n1	-12
CNC(=O)C(C#N)Cc1cc2cc3c(cc2nc1Cl)OCO3 (stereo unspecified)	-5
COc1cc(NS(C)(=O)=O)c(OC)cc1Cl	-15
O=C(Cc1cccs1)N=Nc1c(O)[nH]c2ccc(F)cc12	3
OCC1CCCCC1Nc1ncc(Br)cn1 (stereo unspecified)	1
Cn1ccn2ncc(C(=O)NC[C@H]3C[C@H]4C=C[C@H]3C43CC3)c12	-9
CCS(=O)(=O)N1CCCC1c1ccccc1Br (stereo unspecified)	-4
Cc1ccccc1CN1CCCC(C(=O)Nc2ccccc2Oc2cccnc2)C1 (stereo unspecified)	-8
COC(=O)[C@]1(C)N[C@H](c2ccc(C#CC(C)(C)O)cc2)[C@@H]2C(=O)N(C)C(=O)[C@@H]21	-18
CC1(C(=O)NS(=O)(=O)c2ccccc2)CCN1C(=O)Cc1ccsc1 (stereo unspecified)	-6
Cn1ccc(CN2CCCC2c2ccccc2)cc1=O (stereo unspecified)	3
O=C(Nc1ncccc1OCC1CCCCC1)c1cscn1	-15
CCCCc1c(C)c2cc([N+](=O)[O-])c(O)c(C)c2oc1=O	-15
O=c1c2cnc3ncnn3c2ccn1-c1cc(C(F)(F)F)ccc1Cl	-13
CCc1ccc(S(=O)(=O)Nc2ccc3c(c2)N(CCOC)CCC3)s1	-7
CCCN(CC(N)=O)S(=O)(=O)N1CCCCC1	-9
C#CCn1c(O)c(N=NC(=O)CNC(=O)/C=C/c2ccccc2OC)c2ccccc21	10
Cc1cc(C(=O)N2CCCC(CCc3c(F)cccc3F)C2)n(C)n1 (stereo unspecified)	-3
COc1ccc(OC)c(S(=O)(=O)N2CCCC(c3nc4ccccc4s3)C2)c1 (stereo unspecified)	-4
CCCC(C)(NCC(=O)N(C)Cc1ccccc1)C(=O)OC (stereo unspecified)	-5
CN(Cc1ccc(-n2cccn2)cc1)Cc1cnn(C)c1	-32
CC1CN(S(=O)(=O)c2ccc(F)cc2)CCN1S(=O)(=O)c1ccc(F)cc1 (stereo unspecified)	-2
Cc1[nH]c2ccc(CNC(=O)CCc3cnccn3)cc2c1C	-3
Cc1cccc(-n2nc3c(c2NC(=O)c2ccc(S(=O)(=O)N(C)C)cc2)CSC3)c1C	-2
CC(C)C1C2CCCCC2=NN1C(=O)CC(C(=O)O)N1CCCCC1 (stereo unspecified)	-2
CCN(CC)Cc1nc(C2(NCc3ccccc3C)CCCC2)no1	1
CCc1nnc2c3c4c(sc3ncn12)CCCC4	-6
CCC(CC)C(=O)Nc1c2c(nn1-c1cc(C)cc(C)c1)CSC2	-3
O=C(OCc1cc(-c2ccc(Cl)cc2)on1)C1CCCC1	-7

Some of the entries so far, as labelled records.
> CCCC(C)(NCC(=O)N(C)Cc1ccccc1)C(=O)OC (stereo unspecified)
- mcGAS MS inh: -5

> C#CCn1c(O)c(N=NC(=O)CNC(=O)/C=C/c2ccccc2OC)c2ccccc21
- mcGAS MS inh: 10

Other results follow:
SMILES	mcGAS MS inh
CCc1cc(N2CCN(CC3=Cc4cccc(OC)c4OC3)CC2)ncn1	-12
Cn1c(CSC2=NCCN2)nc2ccccc21	30
COc1ccccc1CN(C(=O)CCn1nc(C)c(C)c1C)C1CC1	-12
Cn1cc(N2CCCC(Nc3ccc(-c4cncnc4)cc3)C2=O)cn1 (stereo unspecified)	4
CCOC(=O)C1CC(=O)NN1c1ncccc1Cl (stereo unspecified)	-4&-2
COc1cccc(C2=Nn3c(nnc3-c3cccnc3)SC2)c1	-12
CCN(CC(=O)NC(C)C)C(=O)c1cc2c(C)nn(CC(C)C)c2s1	-11
O=C1NCC(=O)N2CCN(C3CCN(CCc4ccccc4)CC3)CC12 (stereo unspecified)	-1
CSc1ccc(Cn2c(C)c(C(=O)N(C)Cc3ccc(F)cc3)sc2=O)cc1	3
CCCN1CCC(NC(CC(C)C)c2cccnc2)CC1 (stereo unspecified)	-2
O=C1/C(=C\c2ccc(O)c(Cl)c2)CS(=O)(=O)C/C1=C/c1ccc(O)c(Cl)c1	4
Cc1cc2c(o1)CC(C)(C)CC2NCc1csc(-c2ccco2)n1 (stereo unspecified)	2
Cc1ccc2c(N)cccc2n1	-4
CCN(CC)c1ccc(/C=N\NC(=O)c2nonc2N)c(O)c1	-2
Cc1ccc(S(=O)(=O)NNC2C3=C(CCCC3)C(=O)N2CC2CCCO2)cc1 (stereo unspecified)	-9
O=C(O)/C=C/c1c(Cl)nc2sccn12	22
CC(C)c1ccc(CCNC(=O)c2sccc2S(=O)(=O)N2CCOCC2)cc1	-9
CN(CCc1cn[nH]c1)C(=O)CC(c1ccccc1)c1ccc(Cl)cc1 (stereo unspecified)	-3
Cc1nccn1-c1ccnc(C(=O)NCC2(c3ccccc3)CCC2)c1	-19
CC(C)c1cc(=O)n(CC(=O)N(Cc2ccccc2)c2ccccc2)cn1	-8
Cc1ccccc1C(NC(=O)Cc1nonc1C)c1ccncc1 (stereo unspecified)	-23
CS(=O)(=O)N1CCC(Oc2cccc(C(=O)NC3Cc4ccccc4C3)c2)CC1	-5&3
CSc1nnc2c(n1)-c1cccc3cccc-2c13	-9
CCc1ccc(CN2CCC(CCC(=O)NCc3ccc(F)cc3)CC2)o1	2
C=CCNC(=O)C1CCCN1c1ncnc2c1cnn2-c1ccccc1 (stereo unspecified)	1
CC(C)CN(Cc1ccc(-n2cccn2)cc1)Cc1ccccn1	-22
O=C(CN1CCC2CCCCC2C1)NCc1ccc2c(c1)OCO2 (stereo unspecified)	4
Cc1ccc(C(=O)Nc2cc(-c3cccs3)[nH]n2)o1	-7
COc1ccc(-c2nnc(SCC(=O)N/N=C\c3sccc3C)n2-c2ccccc2)cc1OC	-8
Cn1cccc1C(=O)OCc1nc2scc(-c3ccccc3)c2c(=O)[nH]1	-9
